aDG glyco up: increases alpha dystroglycan glycosylation; activation, % at 10 µM; 0.22% of 360,000 active; AID 624168; Pro5-aDG cells, alpha-DG glycosylation AlphaScreen (IIH6); 0% Pro5, 100% B10-LARGE cell signal;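 active = activation of at least 8% versus controls, or a plate z-score of at least 8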;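 also: Pro5 are CHO cells carrying HIG-tagged alpha-DG that lacks glycosylation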
ABCB6 inh 2: blocks the human ABCB6 transporter; K562-ABCB6 porphyrin accumulation, flow cytometry, 1 h; active compounds read low; fluorescence ratio to DMSO, % at 10 µM; 0.19% of 360,000 active;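 active = fluorescence ratio to DMSO below 75%, the collection mean minus 3 SD; inconclusive = too few cells collected in the well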;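 also: signal is porphyrin accumulated inside mitochondria; 100% equals median channel fluorescence of DMSO control wells; lower ratio means ABCB6 inhibition with less porphyrin fluorescence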
Target sequence (Q9NP58 whole entry, looked up): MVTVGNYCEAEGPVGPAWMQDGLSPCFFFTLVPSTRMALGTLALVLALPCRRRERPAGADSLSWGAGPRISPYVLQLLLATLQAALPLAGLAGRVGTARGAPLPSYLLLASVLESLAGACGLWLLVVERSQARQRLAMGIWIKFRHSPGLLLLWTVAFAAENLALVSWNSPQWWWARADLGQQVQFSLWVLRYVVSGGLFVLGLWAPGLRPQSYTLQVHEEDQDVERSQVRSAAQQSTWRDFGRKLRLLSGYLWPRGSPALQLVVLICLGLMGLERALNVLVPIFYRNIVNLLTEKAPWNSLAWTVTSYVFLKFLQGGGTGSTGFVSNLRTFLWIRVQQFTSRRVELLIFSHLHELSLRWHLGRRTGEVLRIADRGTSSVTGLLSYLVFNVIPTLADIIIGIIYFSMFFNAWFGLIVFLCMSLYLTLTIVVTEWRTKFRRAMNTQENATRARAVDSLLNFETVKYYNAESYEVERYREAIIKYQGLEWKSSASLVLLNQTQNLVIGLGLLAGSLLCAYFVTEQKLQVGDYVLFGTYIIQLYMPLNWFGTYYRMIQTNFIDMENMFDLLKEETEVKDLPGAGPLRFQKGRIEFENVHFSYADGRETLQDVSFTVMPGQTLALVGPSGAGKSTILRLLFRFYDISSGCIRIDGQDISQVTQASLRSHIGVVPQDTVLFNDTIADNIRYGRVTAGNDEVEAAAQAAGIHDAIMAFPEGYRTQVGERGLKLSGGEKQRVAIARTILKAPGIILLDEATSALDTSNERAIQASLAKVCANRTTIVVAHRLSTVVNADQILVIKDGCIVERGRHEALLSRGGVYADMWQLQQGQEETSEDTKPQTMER
Vif inh: blocks HIV Vif function; 0.35% of 340,000 active; inhibition, % at 7.49 µM; HEK293T cells, Vif self-association by quenched fluorescence, imaging, 24 h; in the data active = inhibition above about 50%, passing the limit was not always enough; inconclusive = no clear call, values can overlap the other calls; inactive = below about 31%; also: some results filed as inactive read as strong as hits
Granule exo inh: blocks lytic granule exocytosis; TALL-104 LAMP-1 surface exposure, flow cytometry; cells stimulated with thapsigargin and PMA; inhibition, % at 10 µM; 0.66% of 360,000 active;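 active = inhibition above about 55%, limit read from the data; inconclusive = no clear call, values can overlap the other calls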
Cardio protect: protects H9c2 cardiomyocytes from peroxide injury; H2O2 injury protection, ATPLite, 2 h; protection from H2O2 cell death, % at 20 µM; 0.63% of 360,000 active; AID 588492;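 active = compounds giving at least 50% protection of heart cells from peroxide-induced death in the single-dose screen, raw or plate-pattern-corrected value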;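 also: 0% = DMSO wells with peroxide and 100% = DMSO wells without peroxide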
Glyco luc inh: blocks N-linked glycosylation in D54 reporter cells; D54 ERlucT glycosylation luciferase reporter, 24 h; percent of 100 nM tunicamycin response; reporter increase, % at 12.5 µM; 0.23% of 360,000 active; AID 588692;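 active = mean luciferase reporter signal, scaled so untreated is 0 and the glycosylation-blocking control 100, at or above a set limit in every replicate; inconclusive = mean reaches the limit but not every replicate does; inactive = mean below the limit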;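 also: luciferase carries N-glycosylation sites so blocking glycosylation raises the light; 0% = median of neutral control wells and 100% = median of 100 nM tunicamycin wells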
CaV13 ICDI inh: Primary screen for inhibitors of IQ motif and Ca2+-dependent inactivation inhibitor domain binding in CACNA1D, Förster resonance energy transfer in living cells, …. HEK cells, CFP/YFP FRET ICDI-IQ, plate reader, 10 min; percent FRET-ratio fall versus neutral wells. inhibition, % at 12.3 µM. 0.098% of 340,000 active. AID 743397;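 active = mean replicate inhibition of at least 30% and at least 1% of replicates passing that level; inconclusive = only one of the two criteria is met; inactive = neither criterion is met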;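 also: 0% = median of the neutral control wells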
PDI turbidity: inhibitors of human protein disulfide isomerase | P07237 | PDI insulin aggregation turbidity, A650, 90 min | inhibition, % at 10 µM | 0.052% of 350,000 active;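 active = mean inhibition across replicates of 30% or more, whatever share of single replicates reach that level; inconclusive = mean inhibition below 30% while every single replicate reaches 30%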;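 also: absorbance from insulin aggregation driven by PDI reduction with DTT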
hiPSC survival: enhancers of human iPSC single-cell survival. hiPSC single-cell survival, ATPlite luminescence; 100% = ROCK inhibitor wells, 0% = DMSO. survival enhancement, % at 20 µM. 0.044% of 360,000 active; in the data active = survival enhancement above about 18%;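 also: cells exposed to compounds for 16 hours before the ATP read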
HTR2A ag: agonists of mouse serotonin 5-HT2A receptor (HTR2A); P35363; CHO-K1 mHTR2A beta-arrestin complementation, luminescence; percent of 30 µM serotonin response; activation, % at 7.6 µM; 0.66% of 360,000 active; AID 624169;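 active = activation above a run cutoff, the mean activation of all tested compounds plus 3 SD, cut at about 14% in these data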;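 also: 0% = plate median of compound wells and 100% = 30 µM serotonin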
* marks the source's active call; other numbers are inactive results; u = inconclusive; x = not tested or not shown.

Structure,aDG glyco up,ABCB6 inh 2,Vif inh,Granule exo inh,Cardio protect,Glyco luc inh,CaV13 ICDI inh,PDI turbidity,hiPSC survival,HTR2A ag
Cc1cc([N+](=O)[O-])ccc1NC(=O)COc1nsnc1N1CCOCC1,0.1,100,-6,-2,1,1,-5,0,-0.3,-3
CC(=NCc1ccc2c(c1)OCO2)C1=C(O)c2ccccc2C1=O,0.0,102,29,2,-5,-1,-7,-10,2.2,-3
COc1ccc(Cc2nn3c(-c4ccccc4OC)nnc3s2)cc1,0.0,97,-7,0,1,-7,-6,-1,0.3,-5
O=C(Nc1ccc(Cl)cc1)c1sccc1-n1cccc1,-0.3,107,4,-3,-6,-1,2,2,0.9,-3
Nc1c(C(=O)Nc2ccccc2)c2nc3ccccc3nc2n1CCCN1CCOCC1,0.4,97,1,26,11,0,-10,-2,0.0,12
CC(C)CNS(=O)(=O)c1ccc(CCC(=O)N2CCN(c3ccc(F)cc3)CC2)cc1,0.3,98,-5,3,8,1,-3,-13,-0.2,-6
COc1cc(OC)cc(-n2nnnc2SCC(=O)Nc2nc3c(s2)CCCC3)c1,0.0,103,4,-2,16,0,-5,-1,0.8,0
COc1ccc(COc2cc(-c3cccc(OC)c3)nc3ccc(NC(=O)c4cccnc4)cc23)cc1,-0.6,95,-5,-13,91*,-7,14,1,-2.4,-7
Cc1ccc(Nc2nnc(C)c3ccccc23)c(C)c1,-0.2,103,4,2,-1,-2,-4,-3,-0.1,7
Nc1nonc1-n1nnc(C(=O)N/N=C/c2ccccc2)c1CSc1ccccc1,0.1,99,-2,45,4,0,-1,-1,1.2,8
COc1ccc(C2C(C(=O)OCC3CCCO3)=C(C)NC3=C2C(=O)CC(c2ccco2)C3)cc1O (centres undefined),0.0,93,1,2,11,3,-6,0,2.1,-3
CCOc1ncccc1C(=O)NNC(=O)c1cccc(S(=O)(=O)N2CCOCC2)c1,0.1,90,0,3,2,2,-13,-6,-0.4,2
COc1ccc(OC)c(-c2csc(NC(=O)Cc3ccccc3F)n2)c1,0.2,96,4,50,-5,-1,-7,0,-0.6,-9
CCCN(CC(=O)Nc1ccc(Cl)cc1Cl)C(=O)/C=C/c1cccc([N+](=O)[O-])c1,0.0,98,16,-5,-8,0,-16,2,-2.6,4
O=C(Cc1c(O)c2ccccc2[nH]c1=O)OC1CCCCC1,0.5,107,x,6,2,0,x,-3,-3.0,0
CC1CCCC(C)N1C(=O)CN1C(=O)C(C)(C)Oc2ccc(C(=O)NC3CCCC3)cc21 (centres undefined),0.0,97,5,-1,2,1,-4,3,-0.8,-1
COC(=O)c1ccc(N2CCOCC2)c(NC(=O)c2cccs2)c1,-0.4,101,-3,-1,-1,4,x,4,-0.4,-4
Cc1ccc(C(=O)C[n+]2ccc(-c3nnc4n3CCC4)cc2)cc1,0.0,101,-2,1,-1,3,-1,-3,-1.8,-1
COc1ccc(/C=N/NC(=O)C(C)n2nnc3ccccc32)cc1OC (centres undefined),0.3,90,19,-4,6,0,-5,12,5.2,5
C/C(CC(=O)Nc1ccc(OCc2ccccc2)cc1)=N\NC(=O)C(=O)Nc1cccc(C)c1,0.8,94,-6,-3,-3,-2,-15,14,-1.2,-2
CC(C)C(=O)Nc1cccc(-c2cnc3ccccc3n2)c1,-0.1,104,-3,-3,4,-1,-9,6,0.1,2
Cc1cccc(OCCCC(=O)O)c1C,-0.2,97,-8,1,2,2,-4,-9,-1.7,3
COC(=O)c1cc(NC(=O)c2cccnc2)ccc1N1CCOCC1,0.0,100,1,-2,1,3,-2,1,-0.3,-3
Cc1ccc(-n2c(SCC(=O)OC(C)C)nnc2-c2ccccn2)cc1,-0.2,90,2,-6,2,-1,-6,2,-0.1,8
COc1ccc(CNC(=O)c2coc(=O)c3ccccc23)cc1,0.1,93,-2,-1,4,1,-3,0,-0.6,-2
OCCSc1nncn1/N=C/c1c[nH]c2ccccc12,0.7,95,-8,1,14,4,x,u,2.3,3
COc1cccc(C(c2c(C)[nH]n(-c3ccccc3)c2=O)c2c(C)[nH]n(-c3ccccc3)c2=O)c1OC,0.0,102,3,-4,-3,-2,-5,7,2.0,1
O=C(Cn1cnc2c(cnn2-c2ccc(F)cc2)c1=O)N1CCN(c2ccccc2)CC1,0.3,103,-7,0,-2,-2,x,-2,1.3,2
Cc1cc(C(=O)OCC(=O)Nc2ccccc2)c(C)o1,-0.4,93,0,-4,1,2,6,0,0.1,5
CCCC(=O)Nc1ccc(Cl)c(NC(=O)C(C)(C)C)c1,-0.1,101,x,-3,1,-1,-3,-3,0.1,-1

(continued)
Structure,aDG glyco up,ABCB6 inh 2,Vif inh,Granule exo inh,Cardio protect,Glyco luc inh,CaV13 ICDI inh,PDI turbidity,hiPSC survival,HTR2A ag
COc1cc(-n2c(-c3ccccc3)n[nH]c2=S)c(OC)cc1Cl,-0.2,103,24,29,1,0,1,-7,1.8,0
CC(C)Cc1nnc(NC(=O)CCC(=O)NC2CC2)s1,0.0,103,10,-1,2,1,-7,1,-0.4,3
COc1ccc(NC(=O)CSc2nnc(-c3ccccc3F)n2C2CC2)cc1S(N)(=O)=O,6.3*,101,0,2,14,0,x,1,-0.2,-1
O=C(c1ccc(-n2c(SCc3cc(F)ccc3F)nc3ccccc3c2=O)cc1)N1CCOCC1,-0.1,97,-1,4,3,-9,-2,11,-0.1,3
ONC(=Nc1ccccc1)c1ccc(Cl)cc1,0.0,98,2,-2,-5,-1,-6,4,0.3,-6
O=C(CN(Cc1ccc(Br)cc1)S(=O)(=O)c1ccccc1)NCC1CCCO1 (centres undefined),-0.3,98,-2,1,4,1,-5,5,0.0,6
CCOC(=O)c1nn(-c2ccccc2F)c(-c2ccccc2)c1C(=O)c1ccccc1,-0.2,97,-4,0,11,-2,x,5,3.1,-4
CCOC(=O)N1CCC(N2CCN(S(=O)(=O)c3ccc(NC(C)=O)cc3)CC2)CC1,0.5,94,3,-1,-6,-1,-9,5,-1.6,10
S=C(NCc1ccco1)NCC1CCCO1 (centres undefined),0.4,99,5,30,6,2,-7,-2,1.1,-1
CCN(CC(=O)Nc1ccccc1OC)C(=O)c1cccc(-n2cccc2)c1,-0.1,102,9,2,-2,0,x,-13,-0.3,-3
COC(=O)[C@@]1(Cc2ccc(OC)cc2)[C@H]2c3cc(C(=O)N4CCCC4)n(Cc4ccc(Cl)c(C(F)(F)F)c4)c3C[C@H]2CN1C(=O)c1ccccc1,0.1,127,x,7,x,x,-8,x,0.1,-3
COc1ccc(C2c3ccc(O)cc3Oc3ncn(CCCO)c(=N)c32)cc1OC (centres undefined),-0.1,102,11,0,-2,0,-2,u,0.7,5
Cn1ncc2c(O/N=C(\N)c3ccc(C(F)(F)F)cc3)ncnc21,-0.2,99,-1,4,-10,41*,-16,-3,-0.7,5
COc1ccc2[nH]c(=O)c(CN(CCc3ccccc3)C(C)=O)cc2c1,-0.2,95,-3,2,7,-2,-4,3,1.3,-1
COc1cccc(NC(=O)c2sc3nc(N4CCOCC4)c4c(c3c2N)CCCC4)c1,0.0,96,-5,69*,12,0,-15,2,-0.4,6
O=c1cc(O)n(-c2ccc(F)cc2)c(=S)[nH]1,0.0,101,-2,0,4,3,-1,-2,-0.7,6
CC1(c2nnc(-c3cccc(Cl)c3)o2)CC(c2cccc(Cl)c2)=NO1 (centres undefined),0.2,95,x,3,-10,0,-8,6,6.1,1
O=C(COC(=O)Cc1cn2ccsc2n1)NC12CC3CC(CC(C3)C1)C2,0.0,93,1,3,-1,2,-5,0,-2.0,-1
O=C(Nc1ccc(N2CCN(C(=O)c3cccs3)CC2)cc1)c1ccc(Br)o1,2.5,98,-2,22,1,-5,-6,-12,-3.9,-1
COc1ccc(CCNC(=O)COc2ccc(S(=O)(=O)NC(C)C)cc2)cc1OC,-0.3,98,3,0,-2,0,-2,1,1.2,0
Cc1ccccc1C(=O)NCC(=O)N1CCN(C/C=C/c2ccccc2)CC1,-0.1,97,-3,1,0,1,-3,10,0.1,-3
C/C(=N\NC(=O)CCc1c[nH]c2ccccc12)c1ccc([N+](=O)[O-])cc1,0.4,102,-12,0,-11,0,-4,16,-0.2,-1
COc1ccc([C@@H]2[C@@H]3C(=O)N(C(C)(C)C)C(=O)[C@@H]3[C@]3(C)C(=O)N(c4cccc(F)c4)C(=O)N23)cc1,0.0,96,0,0,-5,1,-10,0,-0.8,1
Nc1nc2ccc(C(=O)NCCOC(=O)C3CCCCC3)cc2s1,0.4,103,2,-4,2,1,4,-5,-1.0,-1
Cc1ccc(C(=O)NCC(=O)OCC(=O)N(CC(C)C)c2c(N)n(Cc3ccccc3)c(=O)[nH]c2=O)cc1,-0.1,101,21,2,-4,1,-2,3,0.2,11
COc1cccc(C(=O)NCCNC(=O)c2ccc(C)nc2)c1,0.1,99,-3,-4,3,-1,-7,4,-0.4,-1
CCCC(=NC(C)CC)C1=C(O)CC(c2ccccc2)CC1=O (centres undefined),0.1,98,-5,8,3,-3,-2,7,0.4,0
CCOc1ccc(C(=O)NCc2ccccc2)cc1Br,0.4,99,-6,-2,-5,1,-5,3,4.2,-3

Bioassay records as filed in PubChem BioAssay.

Rows were taken by chance; any-hit rate near 3.1%.
